GPR55 antagonists = GPR55 antagonists blocking LPI-driven arrestin recruitment, primary screen, imaging, U2OS, beta-arrestin-GFP, LPI agonist (AID 2013); U2OS GPR55 beta-arrestin-GFP translocation imaging, LPI antagonism; higher % means a stronger effect; inhibition, % at 10 µM, or IC50 in µM where a hit was titrated; 290,000 tested, 0.13% active;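 active = spots per cell inhibited over 60%, with over 100 cells counted and total cytoplasm intensity under 500,000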;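 note: U2OS cells stably carrying GPR55 and arrestin-GFP stimulated by 5 µM LPI near EC80; imaged beta-arrestin-GFP aggregate spots per cell after agonist stimulation; plate controls were LPI-stimulated DMSO wells for no effect and DMSO wells without LPI for full effect; some results filed as inactive read as strong as hits; confirmed hits need IC50 under 10 µM and bright autofluorescent wells are also inconclusive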
GPR35 antagonists = GPR35 antagonists blocking zaprinast-driven arrestin recruitment, primary screen, imaging, U2OS, beta-arrestin-GFP, zaprinast agonist (AID 2058). one-dose inhibition, % at 10 µM; IC50 in µM for titrated hits. 290,000 tested, 0.052% active. U2OS GPR35 beta-arrestin-GFP translocation imaging, zaprinast antagonism; higher % means a stronger effect;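 active = inhibition of at least 50% with at least 30 cells and total cytoplasm GFP at most 10,000,000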
West Nile antiviral = inhibition of WNV-induced cytopathic effect – cell-based, CPE readout (AID 1621); CPE inhibition, % at 10 µM; hits with a dose series show IC50 in µM; West Nile virus-infected cells, CPE inhibition; higher % means a stronger effect; 290,000 tested, 0.02% active; in the data active = a potency from the dose series; note: strong numbers were not always called active
KOR beta-arrestin-1 = KOR antagonists, beta-arrestin recruitment, cell-based, luminescence, uHTS (AID 1778). KOR beta-arrestin recruitment, luminescence, antagonist mode; higher % means a stronger effect. inhibition, % at 10 µM, or IC50 in µM where a hit was titrated. 290,000 tested, 0.091% active; in the data active = inhibition above about 50%; note: strong numbers were not always called active
KOR beta-arrestin-2 = KOR agonists, beta-arrestin recruitment, primary screen, cell-based, luminescence, uHTS (AID 1777); KOR beta-arrestin recruitment, luminescence; higher % means a stronger effect; one-dose activation, % at 10 µM; EC50 in µM for titrated hits; 280,000 tested, 0.02% active; in the data active = activation above about 50%, passing the limit was not always enough; note: a part of the inactive calls stands beside numbers as strong as those of hits
NTR1 ag = agonists of NTR1, primary screen, imaging, U2OS cells, beta-arrestin-GFP, high content (AID 493036) | 330,000 tested, 0.17% active | P30989 | activation, % at 20 µM | NTR1-U2OS beta-arrestin-GFP spot imaging, agonist mode;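 active = activation at or above 40% of the spot to cytoplasm intensity ratio, with at least 20 cells analyzed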;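 note: 0% = DMSO without peptide and 100% = 100 nM NTR1 peptide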
Target sequence (P30989 whole entry, looked up): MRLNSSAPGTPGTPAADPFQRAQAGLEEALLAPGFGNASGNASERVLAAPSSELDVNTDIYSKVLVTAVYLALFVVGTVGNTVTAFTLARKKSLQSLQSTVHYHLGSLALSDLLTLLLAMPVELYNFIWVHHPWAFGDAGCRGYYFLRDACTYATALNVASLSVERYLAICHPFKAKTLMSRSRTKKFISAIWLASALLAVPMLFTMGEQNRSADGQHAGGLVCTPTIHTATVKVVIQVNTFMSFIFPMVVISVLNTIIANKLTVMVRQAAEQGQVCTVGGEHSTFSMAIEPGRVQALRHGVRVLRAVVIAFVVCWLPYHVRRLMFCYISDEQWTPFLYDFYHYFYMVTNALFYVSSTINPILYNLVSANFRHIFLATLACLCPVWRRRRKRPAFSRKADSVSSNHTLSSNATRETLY
T cell modulator = T cell immune modulators affecting CD8 T cell-vesicle binding; 2C CD8+ T cell-vesicle binding, flow cytometry; stronger effect = lower value; calls only at 7 µM; 330,000 tested, 0.068% active; AID 2052;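 active = response, share of CD8 T cells binding vesicles, and their 90th percentile fluorescence all below set limits, cut at about 80% in these data, passing the limit was not always enough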
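Assay system – 2C mouse CD8+ T cells · Also added – QL9-loaded Drosophila micro-vesicles · Timing – Cell–vesicle co-incubation 1.5 h at 37 °C, staining 20 min on ice · Signal – flow cytometry of vesicle-bound cells · Measure – percent CD8+ FL2 mean versus row control · Controls – Peptide-free naked vesicles (low) and QL9 vesicles with 0.7% DMSO vehicle (high)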
GPR55 beta-arrestin = GPR55 agonists via beta-arrestin recruitment, primary screen, imaging, U2OS cells, beta-arrestin-GFP redistribution (AID 1961); U2OS GPR55 beta-arrestin-GFP redistribution imaging; higher % means a stronger effect; one-dose activation, % at 10 µM; EC50 in µM for titrated hits; 290,000 tested, 0.048% active;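 active = activation above 40% with more than 50 cells counted in the well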;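 note: U2OS osteosarcoma cells stably expressing GPR55 and beta-arrestin-GFP; plate controls were DMSO negative control for no effect and LPI positive control for full effect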
PhoP inhibition = PhoP-dependent GFP reporter repression – Salmonella Typhimurium, primary screen (AID 1863) | S. Typhimurium PhoP-regulated promoter GFP reporter, 4 h; higher % means a stronger effect | inhibition, % at 50 µM, or IC50 in µM where a hit was titrated | 300,000 tested, 0.16% active;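 active = inhibition over 29.93%, a cutoff 3 SD above the screen mean, later confirmed by dose response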;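 note: 0% = low Mg2+ inducing control and 100% = high Mg2+ repressing control; strong numbers were not always called active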
T cell modulator vesicle-bound % = second read-out of T cell modulator, no call of its own (marks repeat the call); double positive events, %; measured here: CD8+ vesicle-bound cell fraction;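 binding gate set so that unloaded-vesicle control wells show 10% double positive cells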
NTR1 ag cell count 20 µM = further read-out of NTR1 ag, marked with its call; cell count; measured here: cell count, cytotoxicity flag
Numbers without * were called inactive; i = inactive; nt = no result given; [ ] = another dose, or the depositor's remark. Not all compounds are listed; rates above refer to the full screens.

Every second line gives: GPR55 antagonists, GPR35 antagonists, West Nile antiviral, KOR beta-arrestin-1, KOR beta-arrestin-2, NTR1 ag, NTR1 ag cell count 20 µM, T cell modulator, T cell modulator vesicle-bound %, GPR55 beta-arrestin, PhoP inhibition
- O=C1NC(=O)C2(Cc3ccccc3N3CCCC32)C(=O)N1Cc1ccccc1 (stereo not drawn)
→ 1%, -6%, 0.6%, 25%, 4.7%, 0.2, 86, i, 52, -0.3%, 5%
- COc1ccc(C(=O)C2CCCN(Cc3ccc(F)cc3F)C2)cc1F (stereo not drawn)
→ 1%, 1%, -0.5%, -48%[20 µM], 1.9%, 1.5, 53, i, 56, 0.3%, 6%
- O=C(c1cccc2ccccc12)C1CCCN(C2CCC2)C1 (stereo not drawn)
→ 21%, 10%, -0.4%, -4%, 2.7%, -1.5, 112, i, 48, -0.2%, 4%
- O=C1C2CCCN2C(c2cccc(Cl)c2)N1c1ccccn1 (stereo not drawn)
→ 25%, -2%, -0.4%, 4%, 2.0%, -0.1, 88, i, 63, 0.2%, -11%
- Cc1cc2c(s1)NC(=O)CN=C2c1cccs1
→ -8%, 18%, 0.3%, -27%, -0.6%, 2.0, 66, i, 24, -0.4%, -3%
- CCOC(=O)C(=CNc1ccc(C(O)(C(=O)OCC)C(F)(F)F)cc1C)C(=O)OCC (stereo not drawn)
→ 8%, -7%, -1.4%, -22%, 5.5%, 2.0, 51, i, 44, -0.3%, -3%
- COc1ccc(OCC(=O)N2CCN(Cc3nc4cc([N+](=O)[O-])ccc4n3C)CC2)cc1
→ 5%, 1%, -0.7%, -34%, 2.2%, 2.2, 82, i, 64, -0.2%, 0%
- Cc1ccc(C2N(c3ccccn3)C(=O)C3CCCN32)o1 (stereo not drawn)
→ 1%, -1%, 0.4%, -6%, -5.1%, -0.4, 90, i, 49, 0.1%, 6%
- Clc1ccc2c(c1)C(c1ccccc1Cl)=NCc1nnc(Br)n1-2
→ 10%, -6%, 0.3%, -23%, 14%, -0.1, 51, i, 41, -0.2%, 7%
- Cc1cc(Oc2ccc(C(F)(F)F)cc2[N+](=O)[O-])c2c3c(c(=O)oc2c1)CCC3
→ 12%, -9%, 0.1%, -18%, 14%, 2.3, 36, i, 60, 0.4%, 7%
- CCCCCCn1c(=O)c(C(=O)Nc2ncccc2O)c(O)c2ccccc21
→ -10%, -6%, 0.0%, 1%[20 µM], 1.9%, -0.3, 59, i, 5, 0.2%, -1%
- O=c1[nH]c(=S)n(Cc2ccc(F)cc2)c(O)c1C=NCc1ccc2c(c1)OCO2
→ 9%, -9%, 0.1%, -4%, 0.6%, 4.7, 48, i, 27, -0.1%, -12%
- Cn1cccc1/C=C1\C(=O)NC(=O)N(Cc2ccccc2Cl)C1=O
→ 0.98µM*, -2%, 0.0%, 1%, -3.6%, nt, nt, nt, nt, 0.1%, -4%
- NCCc1ccccn1
→ nt, nt, 0.2%, nt, nt, 3.9, 78, i, 30, nt, 7%
- Cn1cnnc1Sc1cc(N2CCNCC2)ccc1[N+](=O)[O-]
→ 20%, 8%, 0.0%, -2%, -1.9%, 2.7, 55, i, 57, -0.2%, 4%
- CC(=O)N1CCN(c2ccc(N=Cc3c(O)n(-c4ccc(Cl)cc4)c(=O)[nH]c3=O)cc2)CC1
→ 13%, -1%, 0.9%, -18%, -5.3%, 1.0, 49, i, 36, -0.1%, -4%
- CSc1nc(N2CCN(C)CC2)c2ccccc2n1
→ 4%, 8%, -0.7%, 8%, -2.9%, 5.2, 62, i, 33, 0.3%, 1%
- CCCCCCOC(=O)c1ccccc1N
→ -4%, -10%, 0.1%, -5%, -5.2%, -0.6, 59, i, 37, 0.2%, -8%
- CSc1ccc(CN2CCN(C(=O)COc3ccc(C)cc3)CC2)cc1
→ -2%, -5%, -1.0%, -3%, 0.1%, 1.9, 27, i, 35, 0.6%, -2%
- Cc1c(P(=S)(c2ccccc2)c2ccccc2)[n+]2ccccc2n1C
→ 13%, -9%, 1.6%, -3%, 0.9%, nt, nt, nt, nt, 0.6%, -5%
- C=C(C=O)CC1CC(O)[C@]2(C)OC3CC4OC5C[C@]6(C)O[C@]7(C)CCC8OC9C[C@]%10(C)OC%11C(C)=CC(=O)OC%11CC%10OC9C[C@@H](C)C8OC7CC6O[C@]5(C)CC5OC5C4OC3CC2O1 (stereo partly drawn)
→ 33%, -9%, -1.8%, -18%, 1.0%, 17, 88, i, 15, 1.6%, -1%
- COCCCN=Cc1c(O)[nH]c(=S)[nH]c1=O
→ 6%, 15%, nt, 10%, -3.3%, -3.4, 58, i, 66, 0.3%, -7%
- COCCCN1Cc2ccccc2C1=N
→ -2%, -2%, 0.1%, 17%, -0.8%, 1.7, 52, i, 44, -0.1%, 8%
- OC(CNC1CCCCCCC1)c1ccccc1 (stereo not drawn)
→ 8%, -4%, -1.0%, 5%, -4.0%, -0.2, 28, i, 36, -0.4%, -9%
- O=S(=O)(NC1CCCC1)OCC(Cl)(Cl)Cl
→ 1%, 5%, -0.7%, 5%[20 µM], -2.4%, -2.8, 63, i, 23, 0.4%, 4%
- Cc1ccc(CN2CCN(C)CC2)c(C)c1
→ 13%, -12%, -0.2%, 30%, 0.6%, 0.2, 93, i, 52, 0.2%, -6%
- OC1/C(=C/c2ccc(F)cc2)N2CCC1CC2 (stereo not drawn)
→ 11%, -3%, 0.1%, -7%, -0.9%, -0.5, 108, i, 42, 0.8%, 2%
- CN1C(C(=O)N2CCC3(CC2)OCCO3)=CC(c2ccc(F)cc2)=NS1(=O)=O
→ 4%, 7%, 0.0%, -71%, 3.5%, 1.5, 61, i, 15, -0.1%, 2%
- O=C(C[N+]12CCC(CC1)C(C(O)(c1ccccc1)c1ccccc1)C2)c1ccc(Br)cc1 (stereo not drawn)
→ -4%, 13%, 0.4%, 10%, -0.7%, -1.9, 51, i, 32, 0.0%, -15%
- CCCCC12CNCC(C)(CNC1)C2=O
→ 12%, 9%, 0.1%, 0%, -0.6%, -1.5, 53, i, 13, -0.1%, -6%
- CCOc1ccc(-n2c(O)c(C=Nc3ccc(N(CC)CC)cc3)c(=O)[nH]c2=O)cc1
→ 1%, -13%, 1.6%, 1%, 4.1%, 16, 40, i, 48, 0.0%, -23%
- O=C1NC(=O)C(=Cc2ccc(Oc3ccc([N+](=O)[O-])cc3)cc2)C(=O)N1
→ -6%, -23%, 0.1%, 31%[20 µM], 0.0%, -0.8, 53, i, 54, -0.1%, 5%
- Nc1nnc(P(c2ccccc2)c2ccccc2)s1
→ -4%, 13%, 0.4%, 21%, -1.1%, 0.5, 45, i, 53, 0.4%, 0%
- CCC(=O)N1CC(=O)Nc2ccc(F)cc2C1c1ccccc1 (stereo not drawn)
→ 9%, -5%, 0.0%, -23%, 3.7%, -0.6, 53, i, 29, -0.1%, 8%
- CC(C)c1ccc(-n2c(O)c(/C=N/NC(=O)c3ccccc3O)c(=O)[nH]c2=S)cc1
→ -7%, 5%, 0.2%, 7%, 5.9%, 1.5, 54, i, 27, 0.4%, -23%
- CCOC(=O)c1c(-c2ccccc2)oc2ccc(OC(=O)N(C)C)cc12
→ 5%, -8%, -1.2%, 31%, -2.5%, 13, 90, i, 7, -0.1%, 14%
- Nc1ccnn1C1CCNCC1
→ 18%, 0%, -0.4%, 17%, -2.0%, -0.2, 74, i, 21, 0.1%, -1%
- Cc1cc(C)nc(/N=C(\N)c2c(O)[nH]c(=O)[nH]c2=O)n1
→ 4%, -3%, -0.2%, -18%, -3.8%, -0.5, 103, i, 21, -0.3%, 0%
- CCOC(=O)C1(CCc2ccccc2)CCN(Cc2cccc3c2OCO3)CC1
→ 20%, -1%, -1.7%, -9%, 2.2%, 8.4, 33, i, 26, -0.3%, 7%
- CCC1(C)OC(c2ccccc2)=C/C(=C/C=C2C(=O)NC(=O)NC2=O)O1 (stereo not drawn)
→ 9%, -8%, -0.2%, -16%, 2.9%, nt, nt, nt, nt, 30%, -5%
- CN1CCN(c2ccc([N+](=O)[O-])c(NCC3CCCO3)c2)CC1 (stereo not drawn)
→ 5%, -9%, -0.9%, 19%, -9.8%, 2.0, 45, i, 10, 0.4%, -6%
- C=CCc1cc(C=C2C(=O)N(C)C(=O)N(C)C2=O)cc(OCC)c1OCc1ccccc1
→ -1%, 10%, -0.4%, -19%, 1.9%, 14, 40, i, 44, -0.1%, -2%
- CC(=O)OC(C)(C)/C=C/C(=O)C(C)(O)C1[C@H](O)C[C@@]2(C)C3CC=C4C(CC[C@@H](O)C4(C)C)[C@]3(CO)C(=O)C[C@]12C (stereo partly drawn)
→ 54%, 1%, -0.3%, -108%, -2.4%, -1.3, 65, i, 54, 0.4%, 8%
- NCCc1c[nH]c2ccccc12
→ -5%, 3%, -0.4%, -25%, 4.3%, 6.7, 94, i, 22, -0.1%, -1%
- CC1CCC(NC(=O)CNC(=S)N2CC3CC(C2)c2cccc(=O)n2C3)CC1 (stereo not drawn)
→ 14%, -18%, 1.8%, -29%, -2.9%, -0.1, 56, i, 22, -0.1%, -4%
- Cc1cc(OC(=O)c2ccco2)c2c3c(c(=O)oc2c1)CCC3
→ 7%, 2%, -1.1%, -10%, 6.1%, 2.5, 59, i, 8, 0.2%, -6%
- COc1ccc(-n2c(/C=C/c3cccc(F)c3)nc3ccccc3c2=O)c(OC)c1
→ 6%, 16%, 1.3%, 9%, 0.2%, nt, nt, i, 20, -0.1%, -6%

In the list so far, these have a CF3 group:
Every second line gives: GPR55 antagonists, GPR35 antagonists, West Nile antiviral, KOR beta-arrestin-1, KOR beta-arrestin-2, NTR1 ag, NTR1 ag cell count 20 µM, T cell modulator, T cell modulator vesicle-bound %, GPR55 beta-arrestin, PhoP inhibition
- CCOC(=O)C(=CNc1ccc(C(O)(C(=O)OCC)C(F)(F)F)cc1C)C(=O)OCC (stereo not drawn)
→ 8%, -7%, -1.4%, -22%, 5.5%, 2.0, 51, i, 44, -0.3%, -3%
- Cc1cc(Oc2ccc(C(F)(F)F)cc2[N+](=O)[O-])c2c3c(c(=O)oc2c1)CCC3
→ 12%, -9%, 0.1%, -18%, 14%, 2.3, 36, i, 60, 0.4%, 7%

Compound activity from PubChem BioAssay.
